# Bioassay records (PubChem)
# TRPC6 inh: inhibitors of mouse TRPC6 channel | Q61143 | HEK293-TRPC6, membrane potential dye, ACh-evoked depolarization; active compounds read low | B-score at 10 µM | 310,000 tested, 1.1% active | AID 2553;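 active means B-score under library mean minus 3 SD, initial fluorescence not abnormally high, positive integrated signal ratio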;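 further: B-score derived from integrated fluorescence ratio over the kinetic read; more negative B-score means stronger inhibition of depolarization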
# MrgX1 allo act: allosterically activates human MrgX1 receptor signaling. Q96LB2. MrgX1-HEK293, Fluo-4 calcium flux, FDSS; active compounds read high. B-score at 10 µM. 310,000 tested, 0.63% active;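 active means plate-corrected calcium response at least 3 library SD above typical, normal starting fluorescence, not activating the receptor alone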;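 further: compound read alongside a low EC10 to EC30 dose of BAM8-22 agonist; peak minus trough fluorescence over baseline measured at the second addition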
# Target sequence (Q96LB2 whole entry, looked up): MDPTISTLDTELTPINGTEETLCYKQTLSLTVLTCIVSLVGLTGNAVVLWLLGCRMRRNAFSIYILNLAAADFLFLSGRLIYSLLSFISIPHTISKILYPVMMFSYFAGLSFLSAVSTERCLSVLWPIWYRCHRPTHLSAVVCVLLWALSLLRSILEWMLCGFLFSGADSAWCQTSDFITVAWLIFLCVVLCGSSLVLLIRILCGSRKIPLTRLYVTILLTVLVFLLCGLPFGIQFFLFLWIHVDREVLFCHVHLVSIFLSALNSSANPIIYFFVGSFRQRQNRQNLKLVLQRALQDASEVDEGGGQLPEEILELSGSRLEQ
# RGS4 act: RGS4 potentiation or activation; B-score at 10 µM; HEK293 M3R/inducible RGS4, carbachol calcium flux Fluo4; active compounds read low; AID 463111; 310,000 tested, 0.92% active;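 active means B-score of the integrated calcium signal more than 4 SD below the library mean, with starting fluorescence not abnormally high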;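 further: negative B-score means reduced calcium response which marks RGS4 activation or potentiation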
#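 test system = M3R-expressing HEK293 line, RGS4 induced by doxycycline | probe or stimulus = carbachol at ECmax as muscarinic agonist stimulus | timing = dye loading 30 min 37 °C, buffer rest 30 min RT | signal = calcium dye Fluo4 fluorescence | evaluation = B score from integrated fluorescence ratio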
# MrgX1 antag: human MrgX1 receptor antagonism, primary screen. B-score at 10 µM. Q96LB2. AID 588676. 310,000 tested, 1.3% active. MRGX1-HEK293 calcium flux, Fluo-4, BAM8-22 antagonism; active compounds read low;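 active means calcium-response B-score plate-corrected more than 3 library SD below zero, starting fluorescence within 5 deviations, no agonist response on first addition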;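 further: peak minus trough fluorescence over baseline after final BAM8-22 challenge near maximal dose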
# TRPC4 block: blocks the mouse TRPC4 cation channel; B-score at 10 µM; 300,000 tested, 0.39% active; Q9QUQ5; HEK293 TRPC4beta/mu-opioid, DAMGO-evoked Fluo4 calcium flux; active compounds read low;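 active means B-score over 3 SD under the library average, no early fluorescence shift, positive overall ratio signal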
#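 Material: HEK293 cells with stable TRPC4beta plus mu-opioid receptor expression / Probe or stimulus: DAMGO in two steps, submaximal then maximal / Compound: single concentration per test compound / Technique: kinetic Fluo4 fluorescence imaging of calcium influx / Read-out: per-well B score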
# MrgX1 agonist: agonists of human MrgX1 receptor; B-score at 10 µM; MrgX1-HEK293 cells, Fluo-4 calcium fluorescence, agonist mode; active compounds read high; AID 588627; 310,000 tested, 0.44% active;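 active means calcium response B-score plate-corrected fluorescence ratio at least 3 library SD, with starting fluorescence B-score inside 5 SD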
#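 System: HEK293 cells stably expressing human MrgX1 receptor; Dosing: test compound in the initial addition of three; Schedule: overnight plating, then 30 min 37 °C plus 30 min room-temperature dye loading; Detection: kinetic calcium dye fluorescence, Fluo-4 NW; Controls: per-plate positive and negative controls for Z′ factor.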
# HIF activator: HIF pathway transcriptional activation. activation, % at 7.5 µM (by protocol). U2OS HRE-luciferase reporter, luminescence; normalized: DMSO 0%, desferrioxamine 100%. 300,000 tested, 0.32% active. AID 1910;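 active means mean activation of at least 10% of the iron chelator positive control signal, with at least half of replicates also reaching 10%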
# RGS4 inh: human RGS4 inhibition; P49798; HEK293 M3R/RGS4 inducible, Fluo-4 calcium flux; active compounds read high; triggered by carbachol at its EC20; B-score at 10 µM; 310,000 tested, 0.45% active; AID 463165;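 active means B-score, a plate-corrected calcium signal, over three deviations above library mean, with baseline fluorescence within five deviations of library mean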;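 further: RGS4 expression induced by doxycycline in cells with stable M3 receptor; B-score is computed from the integrated fluorescence ratio over baseline after carbachol; higher B-score means a larger calcium signal and so more RGS4 inhibition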
# Target sequence (P49798 whole entry, looked up): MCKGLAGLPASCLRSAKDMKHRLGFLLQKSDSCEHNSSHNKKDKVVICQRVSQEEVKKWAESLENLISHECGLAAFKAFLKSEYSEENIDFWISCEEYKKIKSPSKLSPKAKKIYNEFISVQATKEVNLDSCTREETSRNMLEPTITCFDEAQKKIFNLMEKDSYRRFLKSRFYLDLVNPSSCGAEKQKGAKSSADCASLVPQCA
# Platelet DG rel: modulates dense granule release in human platelets; human platelet-rich plasma, SFLLRN dense granule ATP release, luminescence; inhibition, %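 (compounds screened at 7.5 µM in platelet-rich plasma)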; 300,000 tested, 0.22% active; AID 1663;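 active means mean replicate score, as percent of positive control, at or above 50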
# SKKanGAS inh: blocks kanamycin growth of S. pyogenes SKKanGAS strain; BacTiter-Glo, 6 h; inhibition, % at 7.5 µM; 300,000 tested, 1.3% active; AID 1662;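 active means mean replicate score, as percent of positive control median, at least 50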;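 further: strain carries kanamycin resistance gene driven by streptokinase promoter and grows in 40 µg/ml kanamycin; loss of luminescence reflects streptokinase promoter inhibition or plain growth inhibition; 0% = median of DMSO wells and 100% = positive control at its reference dose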
# TRPC6 act: activates the mouse TRPC6 cation channel. Q61143. HEK293-TRPC6 membrane potential dye fluorescence; active compounds read high. B-score at 10 µM. 310,000 tested, 0.13% active. AID 2550;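 active means B-score of the integrated fluorescence ratio above library mean plus 3 SD, and starting fluorescence ratio within library mean plus 5 SD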;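 further: higher score means more depolarization so channel activation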
# * hit, by the source's call; i = inactive; nt = no result given.
molecule	TRPC6 inh	MrgX1 allo act	RGS4 act	MrgX1 antag	TRPC4 block	MrgX1 agonist	HIF activator	RGS4 inh	Platelet DG rel	SKKanGAS inh	TRPC6 act
CC(=O)N1CCN(c2ccc(Nc3nc(C)nc4c3oc3ccccc34)cc2)CC1	i	i	i	i	i	i	-0.3	i	-4	21	i
Nc1nnc(CCc2ccccc2)s1	i	i	i	i	i	i	0.1	i	5	4	i
Cn1cccc1-c1cc(C(=O)N/N=C/c2cc(Br)ccc2O)[nH]n1	i	i	i	i	i	i	10*	i	8	90*	i
CCC(=O)OCC(=O)Nc1cc([N+](=O)[O-])ccc1Cl	i	i	i	i	i	i	-0.5	i	-2	-1	i
Cc1ccc(-c2noc(CCC(=O)NCc3ccco3)n2)cc1	i	i	i	i	i	i	0.2	i	-2	-3	i
Cn1c(N)c(C(=O)c2cc(-c3ccccn3)nc3ccccc23)c(=O)[nH]c1=O	i	nt	i	nt	i	nt	-0.4	i	5	-2	i
CSCC[C@H](NC(=O)[C@@H]1Cc2ccccc2CN1)C(=O)NC(C)c1ccccc1 (stereo partly drawn)	i	i	i	i	i	i	-0.1	i	-5	5	i
O=C(OCc1cccc([N+](=O)[O-])c1)c1ccc2ccccc2n1	i	12*	i	i	i	i	-0.1	i	0	6	i
CC(C)n1nnnc1SCC(=O)Nc1cccc(F)c1	i	nt	i	nt	i	nt	0.4	i	3	-2	i
O=C(O)c1oc2ccccc2c1CSc1ccccn1	i	i	i	i	i	i	-0.1	i	-3	-2	i
O=C(/C=C/c1ccccc1[N+](=O)[O-])Nc1ccc(S(=O)(=O)Nc2ncccn2)cc1	i	i	i	i	i	i	-0.4	i	-4	6	i
CCOc1ccc(S(=O)(=O)Nc2ccc3c(c2)OCO3)c2cccnc12	i	i	i	i	i	i	1.7	i	5	5	i
CCNC(=S)N1CCC(n2cnc3ccccc32)CC1	i	i	i	i	i	i	-0.6	i	-1	23	i
Nc1nc(N)nc(COc2ccccc2)n1	i	i	i	i	i	i	1.0	i	-1	-2	i
Cn1c(SCc2ccc(C(=O)Nc3nccs3)cc2)nnc1-c1ccccc1	i	i	i	i	i	i	0.7	i	3	0	i
Cc1ccc(OCc2n[nH]c(=S)n2-c2ccccc2)cc1C	i	8.7*	i	i	i	i	-0.3	i	3	12	i
Cc1cccc(C)c1NC(=O)CN(C)CC(=O)Nc1sc2c(c1C(N)=O)CCC2	i	i	i	i	i	i	0.2	i	5	50*	i
Cc1cc(=O)n2c3c(cccc13)CCC2	i	i	i	i	i	i	-0.2	i	0	-2	i
COc1ccc(NC(=S)N(CCC(C)C)C2CCN(C(C)C)CC2)cc1	i	i	i	i	i	i	-0.8	i	12	1	i
Cc1cccc(NC(=O)CSc2nc(C)c(Cc3ccccc3)c(=O)[nH]2)c1	i	i	i	i	i	i	0.2	i	6	21	i
CCCCc1nnc(NC(=O)CC(=O)Nc2ccccc2C(=O)O)s1	i	i	i	i	i	i	-0.1	i	4	-10	i
Cc1c(NC(=O)CSc2ccc(Cl)cc2)cccc1-c1nc2cc(Cl)ccc2o1	i	i	i	i	i	i	nt	i	1	4	i
COC(=O)CSc1ncc(S(=O)(=O)c2ccccc2)c(=O)[nH]1	i	i	i	i	i	i	1.9	i	-1	2	i
CC1CCN(C(=O)CSc2ccc(-c3cccc([N+](=O)[O-])c3)nn2)CC1	i	i	i	i	i	i	-1.3	i	5	-1	i
COc1ccccc1/C=C/C=N\N1CCN(Cc2ccccc2Cl)CC1	i	i	i	i	i	i	1.2	i	0	1	i
COc1ccccc1N1CCN(S(=O)(=O)c2c(C)sc3ncn(CC(=O)NCCN(C)C)c(=O)c23)CC1	i	i	i	i	i	i	0.3	i	-6	-1	i
CCn1c(O)c(/C=C/C=C/C=Nc2ccccc2)sc1=S	i	i	i	i	i	i	0.2	i	-1	11	i
Nc1nc(-c2ccc(Br)cc2)cc(C(F)(F)F)n1	i	i	i	i	i	i	-1.3	i	2	-2	i
Cc1cc2nc(-c3ccccn3)c(-c3ccccn3)nc2cc1C	i	nt	i	nt	i	nt	-22	i	9	9	i
CCOC(=O)c1cc2c(ccn2C)n1CC(=O)N(Cc1ccccc1)c1ccc(F)cc1	i	i	i	i	i	i	0.0	i	25	9	i
CCNc1ccc(P(=O)(c2ccccc2)c2ccccc2)cc1	i	i	i	i	i	i	0.2	i	3	8	i
CC(C)C1OC2c3cccc4cccc(c34)C2N1c1ccccc1 (stereo not drawn)	i	i	i	i	i	39*	0.2	i	-1	80*	i
O=C1NCCCc2c1no[n+]2[O-]	i	i	i	i	i	i	-0.2	i	2	9	i
O=c1c(Cc2ccc(F)cc2)c(O)ccn1CC1CCCO1 (stereo not drawn)	i	i	i	i	i	i	-0.4	i	13	2	i
COc1cc(C(=O)NCC(=O)N/N=C\C(C)=C/c2ccccc2)cc(OC)c1OC	i	i	i	i	i	i	-0.6	i	7	4	i
CCOc1ccc(CCNC(=O)c2ccc(C)c(NC3=NC4CS(=O)(=O)CC4S3)c2)cc1 (stereo not drawn)	i	i	i	i	i	i	0.2	i	16	7	i

# Profiles, looked up by structure.
# Results for CCCCc1nnc(NC(=O)CC(=O)Nc2ccccc2C(=O)O)s1 : TRPC6 inh: i; MrgX1 allo act: i; RGS4 act: i; MrgX1 antag: i; TRPC4 block: i; MrgX1 agonist: i; HIF activator: -0.1; RGS4 inh: i; Platelet DG rel: 4; SKKanGAS inh: -10; TRPC6 act: i
# Results for Cc1cc2nc(-c3ccccn3)c(-c3ccccn3)nc2cc1C : TRPC6 inh: i; MrgX1 allo act: nt; RGS4 act: i; MrgX1 antag: nt; TRPC4 block: i; MrgX1 agonist: nt; HIF activator: -22; RGS4 inh: i; Platelet DG rel: 9; SKKanGAS inh: 9; TRPC6 act: i

# (listing goes on)
molecule	TRPC6 inh	MrgX1 allo act	RGS4 act	MrgX1 antag	TRPC4 block	MrgX1 agonist	HIF activator	RGS4 inh	Platelet DG rel	SKKanGAS inh	TRPC6 act
CCCCNC(=O)c1onc(CSc2cc(C)ccc2C)c1C(=O)O	i	i	i	i	i	i	-0.1	i	-1	22	i
Cc1ccc(/C=N/n2cc(-c3ccccc3)[nH]c2=S)s1	i	i	i	i	i	i	3.7	i	-1	-13	i
C/C(=N/NC(=O)c1cc2ccccc2cc1O)C1C(=O)c2ccccc2C1=O	i	i	i	i	i	i	-1.3	i	-2	83*	i
CC1CCCN(CCCOc2ccc([N+](=O)[O-])cc2)C1 (stereo not drawn)	i	i	i	i	i	i	-0.1	i	-6	-1	i
Cc1ccsc1/C=N/NC(=O)Cn1nc(C)c([N+](=O)[O-])c1C	i	i	i	i	i	i	-0.5	i	-10	4	i
Cc1cc2oc(C(=O)N(Cc3ccco3)C3CCS(=O)(=O)C3)cc(=O)c2cc1Cl (stereo not drawn)	i	i	i	i	i	i	-0.2	i	0	6	i
CC(NC(=O)CN(C)S(=O)(=O)c1ccc2c(c1)c(=O)n(C)c(=O)n2C)c1ccccc1 (stereo not drawn)	i	i	i	i	i	i	-0.1	i	-13	-9	i
Cc1onc(-c2c(Cl)cccc2Cl)c1C(O)c1ccccc1 (stereo not drawn)	i	i	i	i	i	i	-0.3	i	-2	-2	i
CCOCCCNCc1cc(Cl)cc(Cl)c1OCC	i	i	i	i	i	i	0.1	i	-1	-1	i
CC1(NC(=S)Nc2ccccc2)CCS(=O)(=O)C1 (stereo not drawn)	i	i	i	i	i	i	-0.4	i	-5	-1	i
O=C(Nc1cccc(C(=O)N2CCOCC2)c1)c1cccnc1	i	i	i	i	i	i	-0.7	i	-2	3	i
CCOc1ccc(/C(O)=C2/C(=O)C(=O)N(c3ncccn3)C2c2ccc(Cl)cc2)cc1 (stereo not drawn)	i	i	i	i	i	i	-0.3	i	0	12	i
CN(C)S(=O)(=O)c1c(Cl)cccc1Cl	i	i	i	i	i	i	0.4	i	8	nt	i
CN1CCN(c2cc(=O)n(C3CCCCC3)c(=O)[nH]2)CC1	i	i	i	i	i	i	-0.3	i	-5	-1	i
CN1C(=O)C(=O)N(c2cccc(C(F)(F)F)c2)C1=O	i	i	i	i	i	i	-0.2	i	-3	0	i
O=C(O)CCN1C(=O)C2C3CC(C2C1=O)C1C(c2ccccc2)c2sc(=O)n(-c4ccccc4)c2SC31 (stereo not drawn)	i	i	i	i	i	i	0.2	i	17	14	i
Cn1ccnc1SCC(=O)Nc1ccc(F)c([N+](=O)[O-])c1	i	i	i	i	i	i	0.1	i	2	-5	i
O=C(Nc1ccccc1Cl)Oc1ccc2ccccc2c1	i	i	i	i	i	i	-0.2	i	-14	1	i
CC(=O)c1cc(C#N)c(SCc2ccc([N+](=O)[O-])cc2)nc1C	i	i	i	i	i	i	0.2	i	7	-2	i
O=S(=O)(c1cccc2ccccc12)n1nnc2ccccc21	i	i	i	i	i	i	-0.3	i	-10	-4	i
O=C(NNC(=O)c1n[nH]c(=O)c2ccccc12)c1ccc(Br)cc1	i	i	i	i	i	i	0.1	i	8	5	i
CCOc1nc(Nc2ccc(OC)c(Cl)c2)nc(OCC)n1	i	i	i	-4.8*	i	i	-0.1	i	-7	-9	i
CC(C)(C)c1ccc(N2C(=O)CSC2c2cccnc2)cc1 (stereo not drawn)	i	i	i	i	i	i	-0.1	i	9	-1	i
CCN(CC(=O)Nc1ccccc1Br)Cc1nc2ccccc2c(=O)[nH]1	i	i	i	i	i	i	-0.1	i	-1	-2	i
CC(C)Nc1nc(-c2ccccc2)nc(-n2ccnc2)n1	i	i	i	i	i	i	-0.5	i	3	13	i
Cc1ccc(OCC(=O)Nc2sc3c(c2C#N)CCC3)cc1C	i	i	i	i	i	i	2.0	i	7	-11	i
COc1ccc(/C=C/C(=O)NC(=S)NNC(=O)c2cccnc2)cc1	i	i	i	i	i	i	-0.1	i	18	60*	i
COc1ccc(NC(=O)N2CCC(C(=O)c3ccc(F)cc3)CC2)cc1	i	i	i	i	i	i	0.0	i	-3	12	i
O=C(C(=O)N1CCOCC1)c1cn(CC(=O)N2CCc3ccccc3C2)c2ccccc12	i	i	i	i	i	i	0.2	i	-4	-7	i
Cc1cccc(N2CCN(C(=O)c3csc4ccccc34)CC2C)c1 (stereo not drawn)	i	i	i	i	i	i	-0.7	i	-5	-12	i
